Compound activity deposited in PubChem by several laboratories.
TRPM1 prom inh: inhibitors of MITF-driven TRPM1 promoter in melanoma cells. 330,000 tested, 0.83% active. AID 488899. inhibition, % at 12.5 µM. SK-MEL-5 TRPM1 promoter luciferase, 24 h;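 active means mean inhibition across replicates of 60% or more, whatever share of single replicates reaches that level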; further: values of inactives mirror those of a sister screen read the other way
Shn3 3UTR inh: Schnurri-3 reporter inhibition in Clone20 osteoblasts; 360,000 tested, 0.52% active; Clone20 osteoblast Shn3 3'UTR firefly luciferase, 24 h; AID 588674; inhibition, % at 12.5 µM;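 active means mean inhibition of at least 75% with every replicate also reaching 75%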;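 further: 0% = median of neutral control wells and 100% = pilot-screen positive control compound; some compounds past the cut are filed as inactive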
NR2E3 ag-1: agonists of human nuclear receptor NR2E3; GST-NR2E3/biotin-RetCOR TR-FRET, 1536-well; inhibition of corepressor binding, % at 4.78 µM; AID 2300; 320,000 tested, 0.12% active; Q9Y5X4;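 active means percent inhibition above the cutoff of mean plus 3 SD of all tested compounds, set per screening campaign, cut at about 20% in these data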;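 further: 0% = DMSO wells and 100% = biotin wells as full block of FRET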
Target sequence (Q9Y5X4 whole entry, looked up): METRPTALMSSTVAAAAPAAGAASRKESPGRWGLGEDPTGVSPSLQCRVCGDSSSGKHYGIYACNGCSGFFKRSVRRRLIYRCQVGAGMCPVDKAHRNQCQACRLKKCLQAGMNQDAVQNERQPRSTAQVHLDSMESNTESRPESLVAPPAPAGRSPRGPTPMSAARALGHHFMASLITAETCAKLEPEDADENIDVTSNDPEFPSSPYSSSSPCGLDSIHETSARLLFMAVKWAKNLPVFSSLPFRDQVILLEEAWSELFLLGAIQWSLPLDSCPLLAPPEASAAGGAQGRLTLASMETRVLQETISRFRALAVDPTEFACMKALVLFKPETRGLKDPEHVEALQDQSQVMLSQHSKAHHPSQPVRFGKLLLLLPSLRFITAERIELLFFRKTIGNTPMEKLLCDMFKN
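System: GST-NR2E3 and biotin-RetCOR proteins; probe or stimulus: 7 nM biotin-RetCOR; doses: compound at 4.8 µM, single dose; schedule: Compound–protein incubation for 5 h at 4 °C; detection: time-resolved FRET; read-out: percent inhibition; controls: biotin wells as high control, 0.6% DMSO wells as low control; format: 1536-well plates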
NR2E3 ag-2: agonists of human NR2E3 nuclear receptor; AID 602229; CHO-S Gal4-NCOR/VP16-NR2E3 two-hybrid, luciferase; 360,000 tested, 0.35% active; inhibition of corepressor binding, % at 3.98 µM;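 active means inhibition above the mean of all tested compounds plus 3 SD, cut at about 70% in these data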;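 further: 0% = DMSO with NR2E3 transfected cells and 100% = cells lacking NR2E3 construct; higher means lower luciferase signal from less NR2E3 corepressor binding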
iPSC survival up: increases survival of single human iPS cells; hiPSC single-cell survival, ATPlite luminescence; 100% = ROCK inhibitor wells, 0% = DMSO; survival enhancement, % at 20 µM; 360,000 tested, 0.044% active; AID 602274; in the data active means survival enhancement above about 18%;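 further: cells exposed to compounds for 16 hours before the ATP read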
C8 TRAIL sens: sensitizes caspase-8 expressing cells to TRAIL; NB7+C8 cells + TRAIL, ATPlite viability luminescence; inhibition (viability loss, TRAIL sensitization), % at 10 µM; 360,000 tested, 1% active; AID 624354;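 active means compounds causing at least 50% loss of cell viability in the single-dose screen, relative to plate controls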
CF NFkB block: cystic fibrosis NF-kB activation inhibition; 360,000 tested, 0.86% active; KKLEB NF-kB-GFP reporter, PAF-induced, GFP fluorescence overnight; AID 588850; inhibition, % at 5 µM;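 active means at least 50% inhibition at 5 µM, scaled per plate between neutral and stimulator controls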;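 further: PAF is a Pseudomonas aeruginosa culture filtrate used as stimulus; plate controls were PAF-stimulated DMSO wells for no effect and unstimulated DMSO wells for full effect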
KKLEB tox: reduces viability of KKLEB cystic fibrosis airway cells | KKLEB CF airway cells viability, ATPlite luminescence, overnight; hits give low values; cells stimulated with P. aeruginosa culture filtrate | activity change (cytotoxicity), % at 5 µM | 360,000 tested, 0.36% active | AID 602141;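 active means corrected activity change at or below -50% at 5 µM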
HIF-2a block: HIF-2a inhibition | 360,000 tested, 0.72% active | inhibition, % at 18.8 µM | AID 624352 | 786-0 RCC cells HIF-2a reporter, luciferase luminescence, overnight;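 active means inhibition of the luminescence signal of 40% or more relative to plate controls, in a single-dose primary screen at 18.75 µM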
LMP1 NFkB inh: inhibitors of Epstein-Barr LMP1-induced NF-kappaB reporter; LMP1-induced NF-kappaB luciferase reporter cells, luminescence; 350,000 tested, 0.69% active; inhibition, % at 12.5 µM; AID 504558; in the data active means inhibition above about 41%;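 further: 0% = neutral control wells and 100% = reference inhibitor control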
Peg3 prom inh: Peg3 promoter activity inhibition. inhibition, % at 20 µM. HeLa PEG-Prom luciferase reporter, luminescence, overnight. 360,000 tested, 1.7% active;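 active means inhibition of at least 50% at 20 µM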
The depositor's hits bear a star; / = not tested or not shown. The list is partial; count on the stated rates, not on these rows.

SMILES	NR2E3 ag-1	C8 TRAIL sens	iPSC survival up	HIF-2a block	Shn3 3UTR inh	LMP1 NFkB inh	KKLEB tox	Peg3 prom inh	TRPM1 prom inh	NR2E3 ag-2	CF NFkB block
CCc1nnc(NS(=O)(=O)c2ccc(Nc3ccc4nonc4c3[N+](=O)[O-])cc2)s1	4.3	-5.3	-1.2	10.5	-7.5	-6.7	-16.2	-1.4	3.2	-1.4	0.9
COc1ccccc1CNC(=O)c1ccc(-c2ccccc2C(F)(F)F)o1	1.6	8.5	-0.6	-67.5	10.7	-5.0	-4.8	-45.6	-25.0	-1.7	11.6
O=Cc1cn(CC(=O)N2CCCCCC2)c2ccccc12	3.7	-3.9	-0.1	17.9	16.8	4.1	-21.0	-6.5	-3.9	-3.6	9.0
CN(CCCNC(=O)CCC(=O)N1CCOc2ccccc21)Cc1ccccc1	3.8	-4.9	0.3	4.0	-0.9	5.6	7.2	12.1	9.7	-13.2	-43.1
O=C(NCCC1=CCCCC1)c1cc(S(=O)(=O)N2CCOCC2)ccc1F	-0.7	1.9	-0.2	-18.6	-2.9	2.5	27.2	-17.1	-4.0	7.5	-22.1
CCN(Cc1ccccc1)C(=O)Cn1c(=O)n(CCC(=O)N2CCCCC2)c(=O)c2sccc21	1.6	-10.9	0.0	6.6	-21.9	-6.6	-3.6	13.3	0.7	-16.4	1.2
O=c1nc(-c2ccccc2)c(-c2ccccc2)n[nH]1	/	8.3	-0.3	28.8	-33.1	4.4	-0.2	24.7	-3.7	-39.2	-7.9
CC(=O)Nc1cc2ccccc2oc1=O	2.9	-5.0	-0.5	-7.3	17.3	-52.6	-2.0	1.4	6.3	-11.0	7.8
CCn1cc(Br)c(-c2nc3ccccc3c(=O)n2N)n1	5.5	-10.0	-1.2	-43.5	-8.8	-6.9	18.6	-41.4	-18.1	-37.5	-1.7
CCOc1ccc(-c2nnn(CC(=O)NCc3ccc(OC)cc3)n2)cc1OCC	1.7	-8.6	-1.6	2.6	0.0	-6.4	0.9	28.3	-1.5	-6.4	15.6
Cc1cc(=O)[nH]c(N/N=C/c2sccc2C)n1	-2.9	-4.2	0.0	-74.2	-32.6	2.1	6.8	-58.0	-1.5	-39.7	1.3
COc1ccc(-n2c(=S)[nH]c3cc(C(=O)NCc4ccccc4)ccc3c2=O)c(OC)c1	0.5	15.2	-0.8	-5.8	14.2	-11.9	-12.4	8.8	13.9	5.0	6.3
O=C1c2ccccc2S(=O)(=O)c2cc(C(=O)N3CCC(O)CC3)ccc21	2.6	8.3	6.4	-13.9	-12.3	-2.1	5.7	1.8	5.9	2.5	-6.1
CCc1ccccc1NS(=O)(=O)c1cc2c3c(c1)CCN3C(=O)CC2	/	1.7	1.4	9.3	-2.0	3.8	-6.9	1.0	2.9	-1.3	9.1
CCOc1ccc(NC(=O)c2sc(N3CCOCC3)nc2-c2ccccc2)cc1	1.3	-7.9	-2.8	13.9	20.5	0.8	-2.8	11.7	-2.9	19.6	-24.3
CC(C)Oc1cccc(OCCN2C(=O)c3ccccc3C2=O)c1	1.2	8.8	-0.8	-96.9	-10.3	1.0	-11.7	-45.8	-32.6	-58.9	10.6
O=C(CSc1nnc(Cc2cc(=O)[nH]c(=O)[nH]2)n1-c1ccccc1)N1CCCCC1	-1.3	6.9	-2.0	11.8	-1.6	-6.1	6.5	6.8	20.7	-27.5	1.0
COc1ccc(C(=O)N/C(=C\c2ccccc2)C(=O)N2CCOCC2)cc1	-1.5	-3.3	0.2	16.2	9.6	0.5	-0.4	-1.4	-3.5	14.2	-5.1
CC1(C(=O)NS(=O)(=O)c2ccc(Br)cc2)CCN1C(=O)CCc1cccs1 (centres undefined)	/	-8.3	2.2	7.3	-17.5	/	-1.2	0.8	/	2.7	4.0
CC(OC(=O)c1ccccc1C(=O)O)c1ccccc1 (centres undefined)	/	-22.8	-1.2	-2.8	2.7	-4.6	3.1	-3.4	1.6	-12.2	-6.1
O=C(CCCOC(=O)c1ccc(O)cc1O)c1ccc(F)cc1	-0.5	12.0	0.3	2.7	2.9	-5.3	-0.3	-35.1	-18.1	27.9	0.4
Cc1ccc(NS(=O)(=O)c2ccc(C(=O)N3CCCCCC3)cc2)cc1	4.8	17.6	-0.7	14.8	49.8	5.5	5.2	11.4	0.9	44.1	4.6
CCOC(=O)CC(NC(=O)c1cc2cc(Br)ccc2oc1=O)c1cccc([N+](=O)[O-])c1 (centres undefined)	-0.9	-3.7	7.0	12.8	2.1	3.4	-11.2	3.0	-8.3	-46.5	-14.9
O=C1CCCc2sccc2N1	-0.7	-10.5	-1.3	19.6	1.6	6.6	8.4	-9.8	-4.0	4.2	0.8
CCOC(=O)C1CCN(C(=O)COc2ccc(S(=O)(=O)NC(C)(C)C)cc2)CC1	1.1	-1.3	3.1	7.4	4.7	-3.7	2.2	1.7	4.7	-5.8	5.3
O=C(NCC(=O)N1CCCC(C(F)(F)F)C1)c1ccc(Oc2ccccc2)cc1 (centres undefined)	-1.6	-14.3	-0.3	5.7	17.1	10.9	11.0	4.4	6.9	24.4	-11.4
NC(=O)c1cc(S(=O)(=O)NCCCc2ccccc2)cs1	-3.2	-3.2	-0.7	12.0	7.7	5.7	8.0	17.9	14.1	29.0	7.6
CN(CC(=O)N1CCN(c2cccc(Cl)c2)CC1)S(=O)(=O)c1cccs1	2.5	4.2	-0.2	-16.4	17.3	2.4	-1.4	9.1	-8.0	13.1	-7.2
Cn1c(=O)c(=O)n(C)c2cc(S(=O)(=O)N3CCN(c4ccc(F)cc4)CC3)ccc21	0.2	12.2	-2.8	15.9	-0.3	4.1	5.2	21.2	15.6	-14.7	22.2
CC[n+]1c(C)sc2c3ccsc3ccc21	2.2	3.8	-2.7	15.4	-9.4	1.9	8.8	17.6	6.9	-1.9	-23.8

The list goes on; the last two above are carried over.
SMILES	NR2E3 ag-1	C8 TRAIL sens	iPSC survival up	HIF-2a block	Shn3 3UTR inh	LMP1 NFkB inh	KKLEB tox	Peg3 prom inh	TRPM1 prom inh	NR2E3 ag-2	CF NFkB block
Cn1c(=O)c(=O)n(C)c2cc(S(=O)(=O)N3CCN(c4ccc(F)cc4)CC3)ccc21	0.2	12.2	-2.8	15.9	-0.3	4.1	5.2	21.2	15.6	-14.7	22.2
CC[n+]1c(C)sc2c3ccsc3ccc21	2.2	3.8	-2.7	15.4	-9.4	1.9	8.8	17.6	6.9	-1.9	-23.8
COc1ccc(C(=O)NC(=S)NCc2ccccc2)cc1OC	-1.2	-2.5	1.7	-11.2	16.8	1.0	0.3	3.7	-1.8	-27.6	-1.7
CC(=O)c1sc2nc(-c3ccco3)ccc2c1N	-3.2	14.1	-0.4	-194.2	-61.1	/	-3.1	-112.6	/	-19.2	-0.5
COc1ccc2c(C)c(CC(=O)N3C[C@H]4C[C@@H](C3)c3cccc(=O)n3C4)c(=O)oc2c1OC	1.8	-7.6	1.5	15.2	10.6	-7.1	16.8	3.2	2.6	-10.6	-3.4
CCOc1ccc2oc(C(=O)N3CCCN(C)CC3)c(C)c2c1	/	1.6	-0.3	-32.3	-4.6	-5.9	1.5	-7.9	/	-26.3	9.3
Cc1ccc(-n2c(SCC(=O)Nc3ccc4c(c3)OCCO4)nnc2-c2ccco2)cc1	1.3	-9.5	0.2	7.1	9.6	6.1	-1.8	-4.9	19.4	-12.6	10.3
O=C(NCCN1CCOCC1)C1CC(=O)N(c2ccc(F)cc2)C1 (centres undefined)	-0.4	1.7	-0.7	11.4	2.2	-6.9	4.5	-0.3	4.9	-13.7	4.3
Cc1ccc(-c2cc(C(=O)NCc3ccco3)c3ccccc3n2)s1	-2.5	12.9	-0.7	-73.5	-19.9	4.6	5.0	-23.6	7.3	-32.3	-19.8
CC1CCN(C(=S)NC(=O)c2ccc(C(C)(C)C)cc2)CC1	/	41.2	-0.1	-20.4	-13.3	-10.1	3.7	-12.9	1.0	13.2	11.0
O=C(c1ccco1)N1CCN(C(=O)c2cc3cc([N+](=O)[O-])ccc3oc2=O)CC1	1.1	-0.9	-0.1	12.1	-9.1	1.1	8.3	13.7	2.8	-1.6	7.7
O=C(Cc1cccc2ccccc12)NN=Cc1ccc2c(c1)CCC2	/	6.2	-1.8	3.9	5.6	-9.2	0.2	26.1	/	20.4	-5.9
Cc1ccccc1N1CCN(C2CCCN(C(=O)CCn3cnnn3)C2)CC1 (centres undefined)	0.6	-8.3	0.2	5.7	18.5	6.8	5.1	0.3	5.8	4.0	9.9
CCc1nnc(NC(=O)CSc2nnc(C3CCCCC3)n2-c2ccccc2)s1	1.3	-4.0	3.3	8.9	-10.9	0.1	-1.9	7.8	-6.7	-2.2	14.8
COc1cc2c3c(c1OC)C1(C=CC(=NNC(N)=O)C=C1)CC3N(C(C)=O)CC2 (centres undefined)	-0.8	1.2	-1.7	10.5	15.0	2.2	13.7	6.9	-10.7	2.5	0.6
Cc1ccc(NC(=O)CN(C)C(=O)Cc2ccc(Cl)c(Cl)c2)cc1	-0.9	-12.2	0.6	-54.6	-6.1	-5.8	-1.9	-24.3	-8.7	-21.5	-0.3
CCOC(=O)[C@@H]1[C@H]2COc3ccc(Br)cc3[C@@H]2N2C(=O)N(c3ccccc3)C(=O)[C@@]12C	0.7	0.2	2.8	5.9	3.0	0.4	19.5	2.4	0.4	-6.3	-1.3
C/C(CC(=O)NC(C)c1ccccc1)=N\NC(N)=S (centres undefined)	1.8	0.1	0.1	8.1	10.0	-1.7	-8.8	6.1	0.0	-13.2	1.4
